# 697 NFkB inh – inhibitors of the PMA/ionomycin-induced NF-kB reporter in 697 B cells; 697 B-cell NF-kB luciferase reporter, 16 h; inhibition, % at 4 µM; 330,000 tested, 0.33% active; in the data active = inhibition above about 35%
# Jurkat NFkB inh – lowers PMA/ionomycin-induced NF-kB signal in Jurkat cells | PMA/ionomycin-induced NF-kB luciferase reporter, luminescence | inhibition, % at 4 µM | 330,000 tested, 0.53% active
# UBC13 polyUb – human UBC13 polyubiquitination inhibition. inhibition, % at 20 µM. AID 485273. P61088. 330,000 tested, 0.47% active. UBC13 polyubiquitin chain formation, TR-FRET; in the data active = inhibition above about 45%, passing the limit was not always enough
# SENP8 block – blocks the human protease SENP8; Q96LD8; purified SENP8, Z-RLRGG-aminoluciferin cleavage, luminescence; inhibition, % at 10 µM; 330,000 tested, 1.2% active; AID 2540
# Target sequence (Q96LD8 whole entry, looked up): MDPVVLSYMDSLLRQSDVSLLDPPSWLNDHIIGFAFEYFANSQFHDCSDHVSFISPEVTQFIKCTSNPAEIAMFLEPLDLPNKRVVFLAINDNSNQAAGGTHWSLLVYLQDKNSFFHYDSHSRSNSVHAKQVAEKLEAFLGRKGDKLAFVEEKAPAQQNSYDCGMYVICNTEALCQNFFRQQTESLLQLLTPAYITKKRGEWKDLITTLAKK
# SENP7 inh – SENP7 protease inhibition | inhibition, % at 5 µM | 330,000 tested, 1.5% active | recombinant SENP7, Z-RLRGG-aminoluciferin luminescence, 40 min | Q9BQF6;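 active = inhibition above about 50% at the single test dose, limit read from the data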;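 note: plate controls were DMSO with enzyme for no effect and no enzyme buffer wells for full effect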
# Target sequence (Q9BQF6 706-1050 limits assumed): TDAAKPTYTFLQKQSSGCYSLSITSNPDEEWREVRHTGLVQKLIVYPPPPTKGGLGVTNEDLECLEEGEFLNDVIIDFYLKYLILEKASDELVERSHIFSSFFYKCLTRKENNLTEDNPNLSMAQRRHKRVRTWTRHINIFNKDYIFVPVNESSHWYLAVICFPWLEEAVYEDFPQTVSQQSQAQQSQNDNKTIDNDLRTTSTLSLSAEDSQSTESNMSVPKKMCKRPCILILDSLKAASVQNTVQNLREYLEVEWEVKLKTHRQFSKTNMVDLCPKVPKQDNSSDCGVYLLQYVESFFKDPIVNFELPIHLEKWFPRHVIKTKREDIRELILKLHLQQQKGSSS
# Apaf1 inhib – inhibitors of human Apaf-1 apoptosome; O14727; reconstituted apoptosome caspase-3 activity, DEVD-Rh110 fluorescence; inhibition, % at 20 µM; 330,000 tested, 0.71% active; AID 489030; active = inhibition of at least 40% at 20 µM;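 note: plate controls were DMSO wells for no effect and DEVD-CHO caspase inhibitor wells for full effect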
#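 System: reconstituted apoptosome with Apaf-1, cytochrome c, caspase-9, procaspase-3, dATP; Signal: Rh110 fluorescence intensity; Schedule: 30 min compound preincubation, 50 min activation, room temperature; Reagent: cytochrome c trigger plus (Z-DEVD)2-Rh110 caspase-3 substrate.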
# Gli-Sufu block – antagonists of Gli-Sufu signaling; 340,000 tested, 0.74% active; AID 588413; inhibition, % at 5 µM; Sufu-KO-LIGHT fibroblasts, Gli luciferase reporter luminescence;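 active = inhibition above about 55%, limit read from the data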;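 note: 0% = DMSO-treated cells and 100% = wells with medium but no cells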
# HKDC1 inh – blocks human hexokinase HKDC1 activity; Q2TB90; recombinant HKDC1, G6PDH/diaphorase resazurin coupled fluorescence; inhibition, % at 20 µM; 340,000 tested, 0.16% active;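 active = inhibition above about 35% when tested at 20 µM, limit read from the data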;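 note: plate controls were DMSO wells with enzyme for no effect and DMSO wells lacking enzyme for full effect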
#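 Incubation: 90 min at room temperature in dark / Material: recombinant HKDC1 (HK5) hexokinase enzyme, produced in-house / Quantity: enzyme 5 µg/mL final / Compound: one dose of 20 µM, 1% DMSO / Reagent: glucose and ATP substrates / Buffer or medium: Tris pH 8.0 buffer with MgCl2, Tween-20, BSA, BME / Technique: resorufin fluorescence at 613 nm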
# The depositor's hits bear a star. Cut-off read from the data, not from the text of the source, unless noted: active = inhibition above about 50%; inactive = the rest.
# Below each compound: 697 NFkB inh	Jurkat NFkB inh	UBC13 polyUb	SENP8 block	SENP7 inh	Apaf1 inhib	Gli-Sufu block	HKDC1 inh
CCOP(=O)(OCC)C(Nc1ccccn1)c1ccc(F)cc1 (stereo not given)
  -4	-2	-2	4	-2	-8	-2	-3
Cc1c(C(=O)c2ccc([N+](=O)[O-])cc2)c(=O)n(C)c(=O)n1C
  24	0	0	-1	7	4	-10	6
O=C(NCc1ccccc1)c1cc(-n2cnnc2)ccc1Cl
  8	5	3	3	0	-3	4	-4
COc1ccc(C(=O)/C=C2/c3ccccc3CC(C)(C)N2C)cc1OC
  6	2	-6	-3	-4	2	2	-9
C#Cc1ccc([C@H]2C=C(C(=O)O)O[C@@H](OCCCCO)C2)cc1
  16	-5	-2	5	-14	2	-11	1
CCOc1ccc(N(CC(=O)Nc2cccc(C)c2)S(C)(=O)=O)cc1
  -30	-15	-8	-6	9	2	-60	1
Cc1nnsc1C(=O)Nc1ccc(Cl)cc1
  -6	3	3	-11	11	5	2	-5
COC(=O)c1ccccc1NC(=O)c1ccc(COc2ccc3c(c2)CCC3)cc1
  -10	-5	1	-2	1	0	-5	2
COC(=O)c1sc(NC(=O)CC(C)C)c(C(=O)OC)c1C
  -8	17	10	-7	5	10	4	5
CC1CC(C)(C)NC(=S)N1CC(=O)N(C)Cc1ccccc1 (stereo not given)
  15	1	9	1	-6	-2	5	-7
CC(=O)c1c(C)nc(-c2ccc(Cl)cc2Cl)n1O
  -26	-10	-8	-10	0	11	12	-7
CCCc1nnc(SCC(=O)NC2CCCCC2)n1CCOC
  6	17	-1	4	1	2	-9	-8
Cc1c(NC(=O)c2cc(-c3ccccc3O)on2)c(=O)n(-c2ccccc2)n1C
  23	5	-7	1	11	-22	-1	-4
Cc1ccc(S(=O)(=O)CC(=O)NC(C)(C)C)cc1
  -4	-4	-6	-16	0	-6	1	-5
Cc1ccnc(NC(=O)c2cccc([N+](=O)[O-])c2C)c1
  7	0	7	-1	-3	-12	9	-1
CC1CCCCC1NC(=O)CSc1nnc(CN2CCOCC2)n1C (stereo not given)
  10	-12	2	7	2	-9	-28	-7
C/C(Cn1nnc([N+](=O)[O-])n1)=N\NC(=O)c1ccc(Cl)c(Cl)c1
  12	11	-3	12	13	-5	-10	9
Cc1ccc(NC(=O)CN(Cc2ccccc2)S(C)(=O)=O)cc1C
  2	3	6	2	0	-9	3	-9
CCC(=O)OCC(=O)Nc1ccc2c(c1)OCO2
  9	-6	8	-9	-4	5	-6	-4
O=C(NC1CC1)c1ccc(CN(c2ccccc2)S(=O)(=O)c2ccccc2)cc1
  -7	-6	-3	-7	-5	21	-3	-5
CCOC(=O)C1=C(C)NC(=O)CC1c1cc(OC)c(OC)cc1Br (stereo not given)
  -6	-10	-4	-7	-4	2	16	4
COc1ccc(CCNc2oc(-c3ccc(OC)c(OC)c3)nc2P(=O)(OC)OC)cc1OC
  7	8	10	4	-1	-3	-3	-7
CCOC(=O)c1ccc(NC(=O)c2cc3c(s2)CCC3)cc1
  -50	-10	16	-24	11	7	-22	-5
Cc1ccc(S(=O)(=O)N2CCCCC2)cc1C(=O)N(C)CC(=O)Nc1cccc(F)c1
  0	1	3	-3	-5	7	-3	-5
Cc1cc(C)nc(/N=C(\N)Nc2ccc(SC(F)F)cc2)n1
  4	20	6	3	5	-22	0	-2
CCc1cccc(CC)c1NC(=O)c1cccc(N)c1
  20	-8	-5	-9	2	-2	0	-3
O=C(Nc1nc(-c2ccc3c(c2)OCCO3)cs1)C1CCCC1
  -111	-125	6	-6	-1	2	-53	1
CCCNC(=S)N1CCC(n2cnc3ccccc32)CC1
  -4	-7	-6	-10	-1	-3	2	0
COC(=O)CSC(C)C(=O)Nc1nnc(C(C)C)s1 (stereo not given)
  -8	-4	5	-3	5	-15	-4	-5
O=C(OCc1cn(-c2ccc(Cl)c(Cl)c2)nn1)c1ccccc1Cl
  3	-4	5	-3	6	14	2	-9
CCCn1nc(Oc2nc(SC)nc(N(C)C)n2)ccc1=O
  -12	-15	-2	3	4	-6	-2	0

# Gathered by group, the entries above containing four or more nitrogen atoms.
# Below each compound: 697 NFkB inh	Jurkat NFkB inh	UBC13 polyUb	SENP8 block	SENP7 inh	Apaf1 inhib	Gli-Sufu block	HKDC1 inh
O=C(NCc1ccccc1)c1cc(-n2cnnc2)ccc1Cl
  8	5	3	3	0	-3	4	-4
CCCc1nnc(SCC(=O)NC2CCCCC2)n1CCOC
  6	17	-1	4	1	2	-9	-8
Cc1c(NC(=O)c2cc(-c3ccccc3O)on2)c(=O)n(-c2ccccc2)n1C
  23	5	-7	1	11	-22	-1	-4
CC1CCCCC1NC(=O)CSc1nnc(CN2CCOCC2)n1C (stereo not given)
  10	-12	2	7	2	-9	-28	-7
C/C(Cn1nnc([N+](=O)[O-])n1)=N\NC(=O)c1ccc(Cl)c(Cl)c1
  12	11	-3	12	13	-5	-10	9
Cc1cc(C)nc(/N=C(\N)Nc2ccc(SC(F)F)cc2)n1
  4	20	6	3	5	-22	0	-2
CCCNC(=S)N1CCC(n2cnc3ccccc32)CC1
  -4	-7	-6	-10	-1	-3	2	0
CCCn1nc(Oc2nc(SC)nc(N(C)C)n2)ccc1=O
  -12	-15	-2	3	4	-6	-2	0

# Screening data as filed in PubChem.
